MITF inh – blocks human microphthalmia-associated transcription factor; O75030; AlphaScreen MITF homodimerization, bead proximity signal; inhibition, % at 2.6 µM; hit rate 0.91% among 650,000; in the data active = inhibition above about 50%;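 note: 0% = vehicle wells with protein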
Target sequence (O75030 whole entry, looked up): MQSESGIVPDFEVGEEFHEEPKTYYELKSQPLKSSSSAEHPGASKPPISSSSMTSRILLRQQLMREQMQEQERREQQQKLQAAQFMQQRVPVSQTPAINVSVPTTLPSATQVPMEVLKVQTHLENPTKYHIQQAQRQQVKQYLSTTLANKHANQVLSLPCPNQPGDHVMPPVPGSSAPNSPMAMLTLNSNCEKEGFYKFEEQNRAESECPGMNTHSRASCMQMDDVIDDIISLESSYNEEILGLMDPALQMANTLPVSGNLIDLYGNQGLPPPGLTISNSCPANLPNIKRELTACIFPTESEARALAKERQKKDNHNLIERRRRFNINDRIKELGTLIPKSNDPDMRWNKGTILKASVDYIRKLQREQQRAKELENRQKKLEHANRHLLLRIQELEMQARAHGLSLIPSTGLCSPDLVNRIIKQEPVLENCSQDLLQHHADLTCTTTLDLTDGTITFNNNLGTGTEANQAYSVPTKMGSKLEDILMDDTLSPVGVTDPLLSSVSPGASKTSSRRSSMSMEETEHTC
GPR151 activ – activators of human GPR151. hit rate 1% among 650,000. PathHunter beta-arrestin GPR151 cells, luminescence. activation, % at 11.2 µM; in the data active = activation above about 4.9%;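 note: 0% = median of compound wells and 100% = cells with positive control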
Target sequence (Q8TDV0 whole entry, looked up): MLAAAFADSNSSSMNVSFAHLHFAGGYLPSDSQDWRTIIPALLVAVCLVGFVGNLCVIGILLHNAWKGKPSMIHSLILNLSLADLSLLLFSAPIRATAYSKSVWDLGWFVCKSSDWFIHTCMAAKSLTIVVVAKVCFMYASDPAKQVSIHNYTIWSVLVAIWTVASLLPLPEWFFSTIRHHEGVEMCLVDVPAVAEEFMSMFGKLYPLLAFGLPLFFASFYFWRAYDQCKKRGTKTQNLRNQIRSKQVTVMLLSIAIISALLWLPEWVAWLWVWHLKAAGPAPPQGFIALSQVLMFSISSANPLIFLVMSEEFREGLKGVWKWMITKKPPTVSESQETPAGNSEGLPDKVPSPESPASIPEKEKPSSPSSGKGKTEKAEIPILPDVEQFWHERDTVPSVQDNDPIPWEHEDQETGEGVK
TEAD-YAP inh – TEAD-YAP interaction inhibition; AID 1259422; hit rate 1.4% among 640,000; HEK-TIYL cells, TEAD-Gal4/YAP UAS-luciferase luminescence; inhibition, % at 9.12 µM; in the data active = inhibition above about 32%;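 note: 0% = median of test compound wells and 100% = reference inhibitor wells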
FBW7 act – human FBW7 E3 ligase activation, primary screen | AlphaScreen FBW7–phospho-cyclin E peptide binding, activator screen | normalized activity (activation), % at 26.1 µM | hit rate 0.13% among 650,000; in the data active = normalized activity above about 1.9%;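 note: purified mutant Fbw7 with reduced substrate affinity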
An asterisk follows results filed as active; & = joins results of further samples.

SMILES	MITF inh	GPR151 activ	TEAD-YAP inh	FBW7 act
Cc1ccc(C)c(OCC(=O)Nc2ccc(S(=O)(=O)NC(C)(C)C)cc2)c1	14	-0.7	12	0.4
Cc1cc(C)c(NC(=O)CSc2nnc(-c3c[nH]c4ccccc34)n2C)c(C)c1	6	1.1	16	-0.1
COc1ccc(-n2ncc3c(N4CCN(c5ccccc5)CC4)ncnc32)cc1	-9	-0.7	-1	0.0
Cc1ccc(C(=O)Nc2cccc(OC(=O)c3cccc(S(=O)(=O)N4CCC(C)CC4)c3)c2)cc1	11	-3.4	68*	0.8
Cc1c(NC(=S)NC(=O)c2ccccc2)cccc1-c1nc2ncccc2o1	-2	0.0	-6	0.1
CC(=O)Nc1nnc(SCc2cc(=O)c(OC(=O)c3ccc([N+](=O)[O-])cc3)co2)s1	4	2.3	4	-0.2
COc1ccc(NC(=O)C(F)(OC)C(F)(F)F)c(OC)c1 (stereo unspecified)	7	-0.1	-1	0.1
COCCn1c(Cc2cccn2C)nnc1SCC(=O)Nc1cccc(OC)c1	26	4.0	14	1.4
Cc1cc2c(cc1C)N(C(=O)c1ccccc1Cl)C(C)(C)c1ssc(=S)c1-2	21	0.9	-5	-0.6
CC(C)(C)NC(=O)C(c1ccccc1)N(C(=O)c1csnn1)c1cccc(F)c1 (stereo unspecified)	21	-1.1	8	1.0
CCn1ccc(C(=O)Nc2nc(C)c(C(C)=O)s2)n1	2	-0.1	-39	-0.1
CCOc1ccccc1C(=O)Nc1cccc(OC)c1	3	1.9	0	0.0
COc1cccc(/C=N/NC(=O)CC#N)c1	10	0.5	-4	0.1
COc1ccc(NC(=O)C(C)N(c2ccc(C)c(C)c2)S(C)(=O)=O)cc1Cl (stereo unspecified)	-5	4.1	-8	0.0
CSc1ccc(C2C(C(=O)OCC3CCCO3)=C(C)NC3=C2C(=O)CCC3)cc1 (stereo unspecified)	13	2.1	-2	-0.1
CCCc1[nH]nc2c1C(c1cccc([N+](=O)[O-])c1)C(C#N)=C(N)O2 (stereo unspecified)	19	-0.6	0	0.1
O=C1NCCN1Cc1cccc(Cl)c1	-2	0.0	-4	0.1
CCOC(=O)CCc1c(C)nc(/N=C(\N)Nc2ccc(OCC)cc2)[nH]c1=O	-9	0.4	-5	0.1
Cc1ccc(-n2nnc3c(SCC(=O)Nc4ccc5c(c4)OCO5)ncnc32)cc1	12	-0.1	13	-0.1
CC(C)OC(=O)c1c(NC(=O)c2cccc(Cl)c2)sc2c1CCCC2	13	1.2	7	-0.1
COc1cccc(NC(=O)C(C(C)C)N2C(=O)c3ccccc3C2=O)c1 (stereo unspecified)	8	-1.0	7	0.0
CCN1CCN(C(=O)CCc2c(C)nn(-c3nc(C)c(C)c(=O)[nH]3)c2C)CC1	10	-0.3	0	-0.9
CCN1CCN(c2ccc(NC(=O)c3cccnc3Cl)cc2)CC1	-3	-1.1	2	-0.1
O=C(O)C(CO)Nc1nc(-c2ccccc2)nc2ccccc12 (stereo unspecified)	9	-1.1	-5	0.0
Cc1ccc(S(=O)(=O)C(CNC(=O)C(=O)NCc2ccccn2)c2ccco2)cc1 (stereo unspecified)	-5	2.4	-8	-0.3
Later entries.
SMILES	MITF inh	GPR151 activ	TEAD-YAP inh	FBW7 act
Cc1ccccc1NC(=O)c1cc(-c2ccccc2Cl)nc2ccccc12	-2	0.3	2	-0.1
CCOC(=O)/C(=N/O)C1=NC2(C)CCCCC2c2ccccc21 (stereo unspecified)	-13	0.1	2	0.1
COC(=O)C1=CN(C(C)C)C=C(C(=O)OC)C1c1ccc(F)cc1	-14	0.0	-1	0.1
Cc1csc2ncc(C(=O)Nc3ccc(C(C)C)cc3)c(=O)n12	0	0.1	2	0.2
CCOc1ccc2nc(NC(=O)NCc3noc4ccccc34)sc2c1	12	-0.1	-5	0.0
O=C(Cc1cc2ccccc2[nH]1)NC(C(=O)Nc1ccc2c(c1)OCCO2)c1ccccc1 (stereo unspecified)	25	-2.3	-22	0.2
COC(=O)c1ccc(NC2=C(N3CCOCC3)C(=O)c3ccccc3C2=O)cc1	40	-0.9	5	0.1
CC1CC(C)(C)CC2(C1)NC(=S)N(CCO)N2 (stereo unspecified)	-5	0.0	-6	0.0
CN1CCC(NC(=O)c2cccc(-n3cc(Nc4nnnn4-c4ccccc4)cn3)c2)CC1	7	-0.4	14	0.5
Nn1cnnc1N/N=C/c1ccc(-c2ccc(Cl)c(C(=O)O)c2)o1	38	0.6	11	-0.5
COc1ccc(CCNS(=O)(=O)c2cc3c4c(c2)CC(=O)N4CCC3)cc1OC	-3	0.2	-5	0.6
CCCC1CCC(c2ccc(C(=O)Nc3nnc(CC)s3)cc2)CC1 (stereo unspecified)	-13	0.3	-16	0.5
CC(=O)Oc1ccc(NC(=O)CN2C(=O)c3ccccc3C2=O)c(C)c1	3	1.9	9	-0.1
CC(=O)Nc1ccc(NC(=S)NC(=O)c2ccc(Cl)cc2)cc1	-3	0.0	-18	0.0
N#Cc1ccccc1S(=O)(=O)N1CCCCC1	-16	1.7	-3	0.0
C/C(=N\NC(=O)CSc1ccc(Cl)cc1)c1ccccc1	-2	0.2	-2	-0.1
O=C(Nc1ccc2c(c1)OCCO2)c1ccc(Br)cc1	5	-7.9	-27	0.0
COC(=O)c1ccc(N2C(=O)C3ON(c4ccccc4)C(c4ccc(OC)cc4OC)C3C2=O)cc1 (stereo unspecified)	4	-1.3	-3	0.0
COC(=O)C1=CN(Cc2ccc(OC)cc2)C=C(C(=O)OC)C1c1ccc(Cl)c([N+](=O)[O-])c1	16	0.1	0	0.0
Cn1nccc1Nc1nc(NCCc2ccc(O)cc2)c2ncn(Cc3ccc(C(F)(F)F)cc3)c2n1	1	-1.0	-68	-0.1
O=C(O)C1C2CCC(C2)C1C(=O)Nc1ccccc1S (stereo unspecified)	2	-4.8	-6	0.1
CCOC(=O)C1=C(C)N=c2s/c(=C\c3ccc(-c4ccc(C(=O)OC)cc4)o3)c(=O)n2C1c1ccc(OC)c(Br)c1 (stereo unspecified)	2	-1.7	-6	0.0
O=[N+]([O-])C1=C(Nc2ccc(Cl)c(Cl)c2)CS(=O)(=O)C1	-5	-0.5	5	-0.1
COc1cc(OC)c(-n2c(C)cc(/C=C3/C(=N)N4OC(C)=CC4=NC3=O)c2C)cc1Cl	-3	0.1	7	0.2
O=C1Cc2cc(S(=O)(=O)NCc3ccccn3)cc3c2N1CCC3	7	-0.7	4	-0.8
Other results
SMILES	MITF inh	GPR151 activ	TEAD-YAP inh	FBW7 act
CCCn1c(-c2ccc(OC)c(F)c2)csc1=Nc1cccc(C(F)(F)F)c1	0	1.1	10	-0.1
CS(=O)(=O)N1CCC(c2c[nH]c3ccccc23)CC1	8	1.2	-3	0.1
CC(C)(C)C(=O)NC12CC3CC(CC(C3)C1)C2	7	1.4	-13	-0.1
COc1ccc(CC(=O)Nc2ccc(S(=O)(=O)Nc3nccs3)cc2)cc1	4	1.0	7	0.0
Cc1ccc(C)c(N2C(=O)/C(=C/c3ccc(Cl)cc3)C=C2c2ccccc2)c1	0	-0.6	4	0.1
CCC(Sc1nc2ccsc2c(=O)n1NC(=O)c1cccc(OC)c1)C(=O)NCc1ccc(C)cc1 (stereo unspecified)	-18	0.6	-15	-0.1
CCOc1cccc2c1OC1(C)C(C(=O)Nc3ccc(C)cc3C)C2NC(=S)N1CCc1ccccc1 (stereo unspecified)	11	-0.8	6	0.0
O=C(Cc1ccc(F)cc1)NCC(c1cccnc1)N1CCc2ccccc2C1 (stereo unspecified)	-9	-0.9	-11	0.1
CCOC(=O)C1=CC2(SC=C(C(=O)OCC)S2)C2=C(S1)C(C)(C)N(CC)c1ccccc12 (stereo unspecified)	3	-0.1	14	-0.1
S=C(NCc1cn2ccccc2n1)Nc1ccccc1	11	1.3	7	0.0
Cc1cnc(NC(=O)c2cc(-c3ccccn3)nc3ccc(Br)cc23)s1	1	3.7	0	0.2
O=C(CSc1nc2ccccc2o1)Oc1ccc2ccccc2c1	13	0.1	1	0.5
COc1ccc(NC(=O)N2CCCC2C(=O)NCc2ccccc2F)cc1 (stereo unspecified)	9	0.7	-6	-0.1
O=C(CC(c1ccccc1)c1cc(Cl)ccc1O)NCc1cccnc1 (stereo unspecified)	-3	-0.2	11	-0.4
Cc1nonc1OCCn1c([N+](=O)[O-])cnc1C	-9	0.0	7	-0.1
CCCC(=O)NCCc1cc2c(OC)ccc(OC)c2[nH]c1=O	1	0.6	-8	0.0
COc1ccc(S(=O)(=O)Nc2ccc(NC(C)=O)cc2)cc1[N+](=O)[O-]	-4	3.7	-6	-0.3
COc1cc(C2NC(=O)NC(C)=C2C(=O)OCC(F)(F)F)ccc1O (stereo unspecified)	8	-0.8	10	0.3
CC(C)NC(=O)CSc1nnc(NC(=O)C2CC2)s1	-6	0.0	6	-0.1
Cn1c(=O)[nH]c(=O)c2c1nc(N/N=C/c1ccncc1)n2CC(O)CO (stereo unspecified)	-3	-0.9	3	-0.2
CC(C)N1C(=O)CC(Nc2ccc(N3CCOCC3)cc2)C1=O (stereo unspecified)	1	0.5	-27	-0.5
CCc1nccn1CC1CCN(C(=O)CCc2c(C)noc2C)CC1	7	1.0	-5	0.0
COc1ccccc1CNC(=O)N(C)C	-6	1.2	-7	-0.1
CN(C)c1cccc(Nc2nc(NCc3cccc(C(F)(F)F)c3)c3ncn(Cc4ccc(C(F)(F)F)cc4)c3n2)c1	3	-1.5	5	0.0
CC1(C)NNC(=S)N(Cc2cccc3ccccc23)C1=O	-7	1.6	-7	0.5
Other compounds follow.
SMILES	MITF inh	GPR151 activ	TEAD-YAP inh	FBW7 act
O=C(CSc1nc2ccccc2n1S(=O)(=O)c1ccccc1)Nc1ccc(OC(F)(F)F)cc1	10	1.3	1	0.0
COc1ccc(Cc2nnc(N/N=C/c3cccc([N+](=O)[O-])c3)[nH]c2=O)cc1OC	-9	-1.0	-1	0.2
COc1ccc(N2CCn3c(SCCc4ccccc4)nnc32)cc1	17	-1.3	-9	-0.1
O=C(CN1CCOCC1)N/N=C/c1c(O)ccc2ccccc12	18	0.1	36*	-2.0
Cc1nc(SCc2ccc(C(=O)O)cc2)c2c(C)c(C)sc2n1	10	-1.2	-1	0.0
O=CN1N=C(c2ccccc2)CC1c1ccccc1 (stereo unspecified)	-4	-0.3	-9	0.2
CC(C)C(=O)Nc1cccc(NC(=O)c2ccccc2)c1	10	-1.4	1	0.2
CC1(C)CC(=O)c2cc(OCC(=O)NCc3ccc(F)cc3Cl)ccc2O1	-9	0.2	4	0.1
CCOc1ccc(-c2nc(Cc3ccccc3OC)no2)cc1	-18	1.4	-29	0.1
Cc1nc2ccccc2n1CCc1noc(COc2ccccc2)n1	10	0.3	13	-0.1
O=C1/C(=C\c2ccccc2)N=C(c2ccccc2)N1c1ccc(I)cc1	14	-0.2	9	-0.1
CCOC(=O)c1ncn2c1CN(C)C(=O)c1cc(F)ccc1-2	2&2&7&15	-1.9&-1.5&-1.4&2.1	2&3&1	0.0&0.9&0.4&-0.1
CCOc1ccc(-n2nc(C(=O)N3CCN(C)CC3)c3ccccc3c2=O)cc1	17	0.8	-5	-0.1
COc1cc(NC(=O)c2ccc(Cl)cc2Cl)c(OC)cc1Cl	6	0.2	7	0.2
COc1ccc(-c2cc(C(F)(F)F)n3nc(C(=O)N4CCN(c5ccc(F)cc5)CC4)cc3n2)cc1	8	-1.8	9	0.7
COC(=O)c1cccc(CN2C(=O)C(C)Oc3cccnc32)c1 (stereo unspecified)	12	0.4	-15	0.7
O=C(Nc1cc(C(F)(F)F)ccc1F)c1ccccc1	9	0.2	-8	0.7
C/C(=C1/SC(=S)N(CCC(=O)O)C1=O)c1ccc(Br)cc1	-21	1.1	8	-0.3

Entries shown so far containing an aryl thioether with sulfur outside any ring (twelve):
SMILES	MITF inh	GPR151 activ	TEAD-YAP inh	FBW7 act
Cc1cc(C)c(NC(=O)CSc2nnc(-c3c[nH]c4ccccc34)n2C)c(C)c1	6	1.1	16	-0.1
CC(=O)Nc1nnc(SCc2cc(=O)c(OC(=O)c3ccc([N+](=O)[O-])cc3)co2)s1	4	2.3	4	-0.2
COCCn1c(Cc2cccn2C)nnc1SCC(=O)Nc1cccc(OC)c1	26	4.0	14	1.4
CSc1ccc(C2C(C(=O)OCC3CCCO3)=C(C)NC3=C2C(=O)CCC3)cc1 (stereo unspecified)	13	2.1	-2	-0.1
Cc1ccc(-n2nnc3c(SCC(=O)Nc4ccc5c(c4)OCO5)ncnc32)cc1	12	-0.1	13	-0.1
C/C(=N\NC(=O)CSc1ccc(Cl)cc1)c1ccccc1	-2	0.2	-2	-0.1
CCC(Sc1nc2ccsc2c(=O)n1NC(=O)c1cccc(OC)c1)C(=O)NCc1ccc(C)cc1 (stereo unspecified)	-18	0.6	-15	-0.1
O=C(CSc1nc2ccccc2o1)Oc1ccc2ccccc2c1	13	0.1	1	0.5
CC(C)NC(=O)CSc1nnc(NC(=O)C2CC2)s1	-6	0.0	6	-0.1
O=C(CSc1nc2ccccc2n1S(=O)(=O)c1ccccc1)Nc1ccc(OC(F)(F)F)cc1	10	1.3	1	0.0
COc1ccc(N2CCn3c(SCCc4ccccc4)nnc32)cc1	17	-1.3	-9	-0.1
Cc1nc(SCc2ccc(C(=O)O)cc2)c2c(C)c(C)sc2n1	10	-1.2	-1	0.0

Sorted by heavy-atom count (rising): part of the list above.
SMILES	MITF inh	GPR151 activ	TEAD-YAP inh	FBW7 act
O=C(Nc1cc(C(F)(F)F)ccc1F)c1ccccc1	9	0.2	-8	0.7
Cc1nc(SCc2ccc(C(=O)O)cc2)c2c(C)c(C)sc2n1	10	-1.2	-1	0.0
CCOc1ccc(-n2nc(C(=O)N3CCN(C)CC3)c3ccccc3c2=O)cc1	17	0.8	-5	-0.1

Bioassay records deposited in PubChem by The Scripps Research Institute Molecular Screening Center.
